MLLE-PAM2 inh: inhibitors of microRNA-mediated deadenylation, human PABP1 MLLE binding. P11940. GST-MLLE / FITC-PAM2 fluorescence polarization. inhibition, % at 20 µM. 0.36% of 360,000 active; in the data active means inhibition above about 35%, passing the limit was not always enough;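 further: plate controls were DMSO wells with GST-MLLE for no effect and wells lacking GST-MLLE protein for full effect; some results filed as inactive read as strong as hits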
Target sequence (P11940 whole entry, looked up): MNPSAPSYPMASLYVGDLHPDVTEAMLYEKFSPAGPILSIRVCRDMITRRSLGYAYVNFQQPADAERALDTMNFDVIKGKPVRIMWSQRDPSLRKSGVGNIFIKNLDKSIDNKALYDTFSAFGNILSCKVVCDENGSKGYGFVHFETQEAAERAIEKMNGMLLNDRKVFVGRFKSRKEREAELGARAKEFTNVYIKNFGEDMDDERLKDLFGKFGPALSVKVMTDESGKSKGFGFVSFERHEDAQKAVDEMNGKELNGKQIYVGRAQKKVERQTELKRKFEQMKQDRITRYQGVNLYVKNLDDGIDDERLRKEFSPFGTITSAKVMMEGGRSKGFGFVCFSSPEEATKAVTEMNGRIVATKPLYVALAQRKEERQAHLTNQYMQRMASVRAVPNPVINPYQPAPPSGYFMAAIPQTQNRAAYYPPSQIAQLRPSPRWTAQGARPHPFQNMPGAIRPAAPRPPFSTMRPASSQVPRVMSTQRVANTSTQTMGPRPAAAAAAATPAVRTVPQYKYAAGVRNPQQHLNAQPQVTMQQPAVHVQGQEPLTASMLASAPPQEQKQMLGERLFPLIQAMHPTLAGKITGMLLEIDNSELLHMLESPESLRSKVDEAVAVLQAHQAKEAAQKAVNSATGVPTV
Neddylation inh: blocks human cullin neddylation. TR-FRET cullin neddylation, biochemical. P61081+Q13564. 0.58% of 360,000 active. AID 651699. calls only at 25 µM; in the data active means inhibition above about 36%
SKN-1 inh: blocks SKN-1 activity in C. elegans | 0.49% of 360,000 active | inhibition, % at 21.8 µM | C. elegans VP596 Pgst-4::GFP/RFP ratio, acrylamide-induced, 24 h;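 active means interference check ratio from 0.5 to 1.5 plus GFP to RFP signal ratio inhibition reaching or exceeding a fixed threshold, cut at about 30% in these data, passing the limit was not always enough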; further: some compounds called inactive have numbers as strong as hits
Rin1 Abl inh: blocks binding of human Rin1 to Abl; P00519+Q13671; inhibition, % at 7.35 µM; TR-FRET Rin1/Abl binding, biochemical; 0.4% of 360,000 active; in the data active means inhibition above about 5%, passing the limit was not always enough
eLon inh: E. coli protease La inhibition; inhibition, % at 7.94 µM; 0.42% of 360,000 active; AID 602123; purified E. coli Lon protease, fluorescence polarization; P0A9M0; in the data active means inhibition above about 13%, passing the limit was not always enough;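 further: 0% = enzyme with probe and DMSO and 100% = no enzyme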
MT1-MMP act inh: inhibitors of human MT1-MMP activation | HT1080 RFP-PRO-GFP cells, GFP/RFP ratio fluorescence, overnight; percent of plate control window, DMSO zero | GFP/RFP ratio change, % at 20 µM | 0.061% of 360,000 active | AID 651647;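 active means GFP/RFP ratio change of at least 30% with cell ATP level not reduced by more than half and red fluorescence within 50% of control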; further: strong numbers were not always called active
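Assay system: RFP-PRO-GFP reporter HT1080 cells; read-out basis: GFP/RFP fluorescence ratio; benchmarks: DMSO wells and RFP-L50D-GFP cells; doses: 20 µM single dose, 1% DMSO; schedule: overnight cell settling, then overnight compound exposure, 37 °C, 5% CO2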
bovine MsrA act: activates bovine MsrA enzyme | activation, % at 10.6 µM | 0.3% of 360,000 active | purified bovine MsrA, absorbance read-out; in the data active means activation above about 7.5%;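 further: 0% = vehicle and 100% = reference activator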
NRP1-CendR mod: alters CendR peptide binding to human NRP-1. O14786. FAM-RPARPAR peptide binding to NRP-1, fluorescence polarization. inhibition, % at 25 µM. 0.85% of 360,000 active;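 active means inhibition or corrected inhibition above about 18%, plus a signal ratio from 0.5 to 1.5, limit read from the data, passing the limit was not always enough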; further: strong numbers were not always called active
FAS TE block: inhibitors of human fatty acid synthase thioesterase domain; P49327; recombinant FAS-TE, OMFH fluorogenic substrate, fluorescence endpoint; inhibition, % at 15 µM; 0.67% of 360,000 active;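 active means compounds whose normalised, plate-corrected inhibition of enzyme fluorescence in the single-dose primary screen is 50% or more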;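 further: 0% = DMSO with enzyme and 100% = substrate without enzyme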
* marks the source's active call; other numbers are inactive results; i = inactive; / = no result given.

SMILES	MLLE-PAM2 inh	Neddylation inh	SKN-1 inh	Rin1 Abl inh	eLon inh	MT1-MMP act inh	bovine MsrA act	NRP1-CendR mod	FAS TE block
CN1CCc2c(n(CC(O)CN3CCN(CCO)CC3)c3ccccc23)C1=O (configuration not stated)	2.4	i	5.6	-2.1	3.3	4.4	-3.4	11.9	-7.2
O=c1c2ccccc2c2ccccc2c(=O)n1-c1ccccc1	-14.0	i	6.2	-3.2	3.3	-1.4	-2.4	4.1	0.4
COc1ccc(OC)c(Nc2nc(-c3ccccc3O)nc3ccccc23)c1	5.2	i	1.6	-3.8	-0.8	0.2	-2.2	-0.7	15.0
COC(=O)c1ccc(CNC(=O)c2ccc3oc(C(C)C)nc3c2)cc1	5.1	i	13.6	-2.2	-8.8	1.2	-5.8	4.5	-0.9
COc1ccccc1NS(=O)(=O)c1cc(C(=O)N2CCCC2)ccc1F	9.0	i	-5.3	3.1	-13.9	4.8	-1.5	-3.0	-2.8
CC(OC(=O)c1cccs1)C(=O)NCc1ccco1 (configuration not stated)	-4.1	i	-7.2	-3.9	-1.9	1.4	-2.1	7.0	-5.0
CCOC(=O)c1nn(-c2ccc3c(c2)CCN3C(C)=O)cc1O	-3.1	/	5.4	1.1	4.1	-2.1	-3.0	-12.9	-5.0
CC(CC(=O)c1ccccc1)=NCC(O)CN=C(C)CC(=O)c1ccccc1 (configuration not stated)	10.3	i	3.3	-5.1	-4.4	-0.6	-5.8	-6.6	-1.0
O=C(O)c1cc(S(=O)(=O)Nc2ccc(N3CCCCC3)cc2)ccc1Cl	0.4	i	9.8	0.2	4.8	2.5	-3.9	9.7	-2.8
Cc1cc(=O)oc2cc(OCC(=O)OCC(=O)Nc3ccc4ccccc4c3)ccc12	-3.6	i	18.8	-2.7	-3.9	1.9	-3.5	-12.1	5.3
CC1CCCCC1NC(=O)Cn1nnc(-c2ccc(Cl)cc2)n1 (configuration not stated)	-16.0	i	2.3	2.9	1.5	/	-9.9	-13.2	-6.0
O=[N+]([O-])c1ccc2c(c1)ncn2-c1ccccc1	3.8	i	26.1	0.7	-7.8	0.6	-5.2	17.6	13.7
CCOc1ccc(C(=O)NC(=S)Nc2cccnc2)cc1	10.0	i	4.0	1.7	-0.8	5.0	1.9	-11.3	-9.6
O=C(c1cc2ccccc2o1)N1CCC(N2CCC(C(=O)N3CCCC3)CC2)CC1	-10.7	i	5.6	0.6	5.7	1.2	-1.6	4.9	-3.0
COc1ccc2ccccc2c1/C=N\NC(=O)c1cccnc1	-4.7	i	-16.8	-3.4	-2.2	-1.8	-1.7	1.3	-3.4

The last 3 compounds of the section before lead into the next.
SMILES	MLLE-PAM2 inh	Neddylation inh	SKN-1 inh	Rin1 Abl inh	eLon inh	MT1-MMP act inh	bovine MsrA act	NRP1-CendR mod	FAS TE block
CCOc1ccc(C(=O)NC(=S)Nc2cccnc2)cc1	10.0	i	4.0	1.7	-0.8	5.0	1.9	-11.3	-9.6
O=C(c1cc2ccccc2o1)N1CCC(N2CCC(C(=O)N3CCCC3)CC2)CC1	-10.7	i	5.6	0.6	5.7	1.2	-1.6	4.9	-3.0
COc1ccc2ccccc2c1/C=N\NC(=O)c1cccnc1	-4.7	i	-16.8	-3.4	-2.2	-1.8	-1.7	1.3	-3.4
N#Cc1cccc(-c2nnc(SCc3ccccc3C#N)o2)c1	-11.7	i	-26.9	-2.0	-3.4	-2.4	14.3*	17.3	15.7
COc1ccc(C(N)=O)c(OCC(=O)Nc2cc(C)on2)c1	8.6	i	-8.0	3.8	-4.5	0.0	-2.1	6.1	-7.3
COC(=O)[C@@H](NC(=O)NC1CCCc2ccccc21)C(C)C (some centres not stated)	8.9	i	2.3	-4.9	2.4	-1.4	-4.4	-4.7	-3.5
O=C(O)c1cccc(N=NN2CCOCC2)c1	-6.3	i	-0.1	-0.4	1.2	1.5	-12.1	-12.5	-6.7
CC(=O)CCC(=O)N1CCCC(N2CCN(c3cccc(Cl)c3)CC2)C1 (configuration not stated)	2.0	i	6.7	0.5	5.7	-0.6	-2.6	3.5	-7.3
CCOC(=O)c1ccc(NC(=O)c2ccccc2[N+](=O)[O-])cc1	8.0	i	7.6	0.7	-6.1	-1.0	-3.2	0.5	-3.6
O=C(CN(Cc1ccccc1)C(=O)CNS(=O)(=O)c1ccc(F)cc1)NCC1CCCO1 (configuration not stated)	5.9	i	13.2	0.7	-3.8	4.4	-0.4	9.1	-2.8
O=C(NC12CC3CC(CC(C3)C1)C2)c1cncc(O)c1	6.5	i	-11.5	-2.6	3.8	3.1	-1.5	8.8	-6.2
O=C(COC(=O)/C=C/c1cccc(F)c1)NC(=O)NC1CCCC1	3.3	i	-12.6	1.5	-4.5	0.8	-2.7	-2.4	-4.5
N/C(=N\OC(=O)c1ccccc1)c1ccn[nH]1	4.2	i	-12.5	4.2	-8.4	1.2	-2.9	3.4	-4.8
O=S(=O)(c1ccc(F)cc1)N1CCN(c2ccc(-c3ccccc3)nn2)CC1	-1.6	i	-6.0	0.1	-2.3	1.1	-1.4	-7.0	-3.3
Cc1[nH]c(=O)c(C#N)cc1-c1ccncc1	5.0	i	8.0	-2.6	-14.1	-0.1	-7.4	0.8	-7.1
O=c1cc(CO)oc(C(Nc2ccccn2)c2ccccc2Cl)c1O (configuration not stated)	16.7	i	-9.6	2.3	-2.4	-8.8	-10.4	25.8*	-3.5
O=C(c1ccco1)c1coc2c1cc(O)c1ccccc12	8.5	i	20.1	0.8	-0.5	2.7	-4.0	14.1	-3.4
COc1ccc(N2CCC(CNC(=O)Nc3ccc(C)c(C)c3)C2)cc1 (configuration not stated)	-30.3	i	-2.8	0.3	-11.2	-0.3	-7.9	-12.0	-5.8
CCOC(=O)N1CCN(C(=O)c2[nH]c(C(F)(F)F)nc2-c2ccccc2)CC1	5.1	i	16.9	2.7	-13.6	-2.3	-12.1	-9.3	-5.1
O=C(OCc1nnc(-c2ccccc2)o1)C1CCN(C(=O)c2ccc(Cl)cc2)CC1	9.1	i	13.5	-6.9	-10.7	0.0	-1.3	-2.0	1.0
C=CCNc1sc(C(=O)c2cccs2)c(N)c1C#N	-15.4	i	-11.0	-1.6	-5.8	0.4	0.2	-28.8	-2.5
CN(CC(=O)Nc1cccc(F)c1)C(=O)CCCn1c(=O)oc2ccccc21	4.6	i	-7.8	5.6	-9.6	-2.5	-4.3	5.7	-2.2
Cc1cc(C(=O)OCC(=O)N2c3ccccc3NC(=O)C2(C)C)c(C)n1-c1ccccc1	9.3	i	-6.4	1.1	2.3	-16.3	0.3	-13.0	22.2
COCc1c(C(=O)OCC(=O)N2c3ccccc3CC2C)oc2ccccc12 (configuration not stated)	-6.1	i	-15.4	0.5	-9.0	-5.1	-11.2	1.2	-3.3
O=C(Cn1nnc(-c2cccs2)n1)N1CCOCC1	3.7	i	8.1	4.0	-4.9	0.5	-13.6	1.9	-3.9
CC(=O)Nc1c(C)nn(-c2ccc(C)c(C)c2)c1C	-16.4	i	2.1	4.5	-1.0	6.5	1.4	-14.8	-1.4
CCOc1ccc(N2C(=O)/C(=C/c3ccccc3)N=C2SC)cc1	-47.8	i	2.7	0.7	2.6	3.9	-2.4	9.8	-0.7
Nc1nonc1-n1nnc(C(=O)N/N=C/c2cccc(Cl)c2)c1CN1CCCCCC1	-7.0	i	2.5	3.5	-7.6	-1.0	-1.4	8.6	2.4
CCN(CC)c1ccc(-c2nc3cnccn3c2NC2CCCC2)cc1	-37.6	/	8.0	-2.8	-17.7	-23.2	-12.8	-28.3	5.2
CCC(C)[C@H](NC(=O)[C@@H]1CSC2c3ccccc3C(=O)N21)C(=O)NCc1ccncc1 (some centres not stated)	20.1	i	7.0	6.0	0.1	0.2	0.3	4.1	-5.3
COc1ccc(C(=O)NC2CC2)cc1OC1CCN(Cc2ccc(Cl)cc2)CC1	-3.2	i	-4.5	1.1	9.0	4.9	-8.8	2.2	-5.0
COc1ccc([C@H]2N[C@]3(CCCN(Cc4ccc(C(F)(F)F)cc4)C3=O)[C@H]3C(=O)N(C)C(=O)[C@@H]23)cc1	0.1	i	2.9	0.1	-0.3	2.0	-2.4	-16.3	-3.4
NS(=O)(=O)c1ccc(CNC(=O)c2cc(=O)c3ccccc3o2)cc1	-7.2	i	-6.3	-2.0	8.0	-2.3	-2.2	-5.2	-1.8
CCCc1nc2ccc(NC(C)=O)cc2c(=O)n1Cc1cccc(Cl)c1	-12.2	i	1.3	-0.6	5.7	2.8	-4.5	-2.5	5.7
COc1cc(NC(=O)COC(=O)c2ccc(C)c(S(=O)(=O)N3CCCCC3)c2)c(C)cc1[N+](=O)[O-]	-9.4	i	2.7	-2.8	-2.1	20.3	-3.9	-7.8	36.0
Cc1ccc(CSCC(=O)N2CCOCC2)cc1	7.5	i	44.3*	2.8	-2.5	-1.9	-2.0	5.6	-5.0
O=C(CN1C(=O)C2C3C=CC(C3)C2C1=O)NCc1ccco1 (configuration not stated)	3.9	i	-20.3	5.4	-0.2	3.2	-0.1	6.2	-2.4
Cc1ccc(S(=O)(=O)N2CCN(C(=O)c3n[nH]c(=O)c4ccccc34)CC2)cc1	-3.8	i	-5.4	0.3	0.5	-0.8	-1.2	8.7	1.2
CCOc1ccc(Nc2nc(Cc3nnc(SCC(=O)c4ccc(C)c(C)c4)o3)cs2)cc1	-136.3	i	0.3	-1.7	-6.2	1.5	-7.0	3.8	26.8
O=C(CCN1C(=O)c2cccc3cccc(c23)C1=O)N1CCOCC1	-5.7	i	-12.0	-4.5	9.0	-4.6	-6.8	-1.9	1.6
O=S(=O)(c1ccc(Cl)c(Cl)c1)N1CCc2nc3ccccc3n2CC1	-21.9	i	-33.5	-3.5	-10.9	-2.5	-10.9	-29.9	-8.6
CCC(=O)N1CCN(c2ccccc2NC(=O)c2ccc([N+](=O)[O-])o2)CC1	-1.5	i	8.6	-3.9	2.2	4.7	0.8	7.8	20.3
COc1cc(C(=O)NNC(=O)c2cc(=O)[nH]c3ccccc23)cc(OC)c1OC	-1.3	i	4.4	-0.6	-3.7	-3.7	-1.6	5.2	-7.3
COc1ccccc1N1CCN(/N=C/c2cc(OC)c(OC)c(OC)c2)CC1	0.7	i	7.2	-3.2	-0.8	18.3	1.7	10.6	1.0
Cc1ccc(S(=O)(=O)NCc2ccco2)cc1C	-0.1	i	13.9	-0.9	-1.5	-0.6	-1.0	-2.3	-6.6
CCOC(=O)c1ccc(NC2=CC(=O)C(=O)c3ccccc32)cc1	2.5	i	2.2	-1.4	3.8	-3.7	4.9	23.9	8.0
NC(=O)N\N=C/C=C/C=C/c1ccc(F)cc1	3.7	i	10.2	-5.5	-0.1	0.6	-7.7	-10.0	-1.1
COc1cccc(-c2noc(-c3ccc(Cl)nc3)n2)c1	8.5	i	2.6	2.7	-4.8	2.6	-9.0	-6.1	-0.3
Cc1ccc(S(=O)(=O)N2CCN(C(=O)N3CCOCC3)C2c2ccc(N(C)C)cc2)cc1 (configuration not stated)	-0.1	i	-4.1	-2.5	-2.3	1.8	-3.1	-1.3	-5.9
C=CCOC(=O)C1=C(C)NC(SCC(=O)Nc2nccs2)=C(C#N)C1c1ccc(Cl)cc1 (configuration not stated)	-21.5	i	0.6	-17.9	-12.9	-3.8	-4.5	3.4	22.3
CC(C)(O)CN(C(=O)c1ccccc1)C1CCCCC1	-9.1	i	7.1	4.0	7.4	-0.5	-0.1	13.7	-5.9
CCN(CC(=O)Nc1ccccc1C(F)(F)F)C(=O)CN1C(=O)NC2(CCCCC2)C1=O	0.5	i	13.3	0.6	-0.1	0.7	-3.9	9.5	-6.3
CCOC(=O)C(NC(=O)c1ccc(F)cc1)(Nc1nnc(C)s1)C(F)(F)F (configuration not stated)	11.6	i	-10.8	1.0	-10.4	-3.6	-5.2	5.3	-7.6
